SRC3 TRFRET art: TR-FRET artefact, counter-screen to PPARgamma/SRC-3 agonist assay. PPARgamma/SRC-3 format; hits give high values. TR-FRET ratio at 8 µM. actives 0.39% (n = 99,000); in the data active = TR-FRET ratio above about 2000; also: inactives centre near 1600; reference of the scale not given here
SRC1 TRFRET art: TR-FRET artefact, counter-screen to PPARgamma/SRC-1 agonist assay; TR-FRET detection artefact counter-screen, emission ratio; hits give high values; TR-FRET ratio at 8 µM; actives 0.34% (n = 99,000); AID 1051; in the data active = TR-FRET ratio above about 2300; also: inactives centre near 1800; reference of the scale not given here
* hit, by the source's call.

What do the screens show for `O=C1CC(Cc2ccccc2)C(=O)N1c1ncccn1` (stereo unspecified)?
SRC3 TRFRET art: 1516; SRC1 TRFRET art: 1784

Results for CCC(C)NCCOc1ccc(C)cc1[N+](=O)[O-] (stereo unspecified) ?
SRC3 TRFRET art: 1565; SRC1 TRFRET art: 1808

What do the screens show for `CC1CCc2sc3ncn4nc(C(=O)NCc5ccco5)nc4c3c2C1` (stereo unspecified)?
SRC3 TRFRET art: 1616; SRC1 TRFRET art: 1568

What do the screens show for `CC(C)(C)C(=O)Cn1ncc(Cl)c(Cl)c1=O`?
SRC3 TRFRET art: 1708; SRC1 TRFRET art: 1839

Results for COc1ccc(/C=C2/SC(=O)NC2=O)cc1 ?
SRC3 TRFRET art: 1752; SRC1 TRFRET art: 1680

What do the screens show for `O=C(N/N=C\C=C\c1ccco1)c1cc(-c2ccc3ccccc3c2)n[nH]1`?
SRC3 TRFRET art: 1644; SRC1 TRFRET art: 1746

How did Cc1ccc(C(=O)O/N=C/c2c(C)nn(C)c2Cl)cc1 do in these assays?
SRC3 TRFRET art: 1452; SRC1 TRFRET art: 1718

Results for O=S1(=O)CCC(NC(=S)SCc2ccccc2Br)C1 (stereo unspecified) ?
SRC3 TRFRET art: 1739; SRC1 TRFRET art: 1832

Results for Cc1cc(=O)oc2cc(OCC(=O)NCC3CCCO3)ccc12 (stereo unspecified) ?
SRC3 TRFRET art: 1731; SRC1 TRFRET art: 1814

How did CC(Cc1cccs1)NC(=O)Nc1ccc([N+](=O)[O-])cc1 (stereo unspecified) do in these assays?
SRC3 TRFRET art: 1680; SRC1 TRFRET art: 1934

Results for C#CCOCCOCCOCCNc1nc(N2CCN(C(=O)[C@H]([C@@H](C)CC)n3cc([C@@H](N)CC(C)C)nn3)CC2)nc(N2CCN(C(=O)[C@H](CCCCN)n3cc([C@@H](N)CC(C)C)nn3)CC2)n1 ?
SRC3 TRFRET art: 1501; SRC1 TRFRET art: 1626

How did CCOc1ccc(N2C(=O)S/C(=C\c3cccn3C)C2=O)cc1 do in these assays?
SRC3 TRFRET art: 1621; SRC1 TRFRET art: 1932

Results for O=[N+]([O-])c1ccccc1S(=O)(=O)N1CCN(Cc2ccc3c(c2)OCO3)CC1 ?
SRC3 TRFRET art: 1531; SRC1 TRFRET art: 1546

What do the screens show for `Cc1ccc(CSCCNC(=O)c2ccc(NS(C)(=O)=O)cc2)cc1`?
SRC3 TRFRET art: 1737; SRC1 TRFRET art: 1651

What do the screens show for `O=C(Nc1ccccc1F)c1ccc(Cn2cc(Br)cn2)cc1`?
SRC3 TRFRET art: 1538; SRC1 TRFRET art: 1996

In the list so far, these have a furan ring, fused or not:
What do the screens show for `CC1CCc2sc3ncn4nc(C(=O)NCc5ccco5)nc4c3c2C1` (stereo unspecified)?
SRC3 TRFRET art: 1616; SRC1 TRFRET art: 1568

What do the screens show for `O=C(N/N=C\C=C\c1ccco1)c1cc(-c2ccc3ccccc3c2)n[nH]1`?
SRC3 TRFRET art: 1644; SRC1 TRFRET art: 1746

(listing goes on)
Results for CCOC(CNC(=O)c1ccc(N2CCc3ccccc32)c([N+](=O)[O-])c1)OCC ?
SRC3 TRFRET art: 1368; SRC1 TRFRET art: 1568

Results for CCN1CCN(C(=S)Nc2ccc3nc(N4CCN(C)CC4)cc(C)c3c2)CC1 ?
SRC3 TRFRET art: 1606; SRC1 TRFRET art: 1838

Results for CCOC(=O)c1sc(NC(=O)CSc2nc3c(c(=O)n2-c2ccc(F)cc2)SCC3)c(C(=O)OCC)c1C ?
SRC3 TRFRET art: 1783; SRC1 TRFRET art: 1980

What do the screens show for `CC(C)[C@H](NC(=O)c1ccccc1Cl)C(=O)OCc1cc(=O)n2cc(Br)ccc2n1`?
SRC3 TRFRET art: 1717; SRC1 TRFRET art: 2260

What do the screens show for `Cc1cc(C(=O)N/N=C/c2cc(Cl)cc([N+](=O)[O-])c2O)c2ccccc2n1`?
SRC3 TRFRET art: 1604; SRC1 TRFRET art: 2033

What do the screens show for `CCSc1nnc(NC(=O)C(CC)Oc2ccccc2)s1` (stereo unspecified)?
SRC3 TRFRET art: 1469; SRC1 TRFRET art: 1594

How did COc1ccccc1-n1cc(CN2CCN(C3CCCCC3)C(CCO)C2)cn1 (stereo unspecified) do in these assays?
SRC3 TRFRET art: 1464; SRC1 TRFRET art: 1809

What do the screens show for `O=C(CSc1nc2ccccc2s1)Nc1ccc(Cl)c(S(=O)(=O)N2CCOCC2)c1`?
SRC3 TRFRET art: 1680; SRC1 TRFRET art: 1531

Results for O=C(OCC(=O)N1CCCC1)c1ccc(S(=O)(=O)N2CCOCC2)cc1 ?
SRC3 TRFRET art: 1456; SRC1 TRFRET art: 1708

Results for COc1ccc(N2CCN(C(=O)CC3NC4CCCCC4NC3=O)CC2)cc1 (stereo unspecified) ?
SRC3 TRFRET art: 1499; SRC1 TRFRET art: 1899

How did Cc1ccc2nc(C)cc(Cl)c2c1 do in these assays?
SRC3 TRFRET art: 1575; SRC1 TRFRET art: 1645

What do the screens show for `Cc1ccc(-n2[nH]c(C)c(/C=N/N3C(=O)c4cccc5cccc(c45)C3=O)c2=O)cc1`?
SRC3 TRFRET art: 1358; SRC1 TRFRET art: 1728

Results for Cc1ccc(Cn2c(/C=C/c3ccco3)nc3ccccc32)cc1 ?
SRC3 TRFRET art: 1499; SRC1 TRFRET art: 1746

How did C=CCN(CC=C)C(=O)Cn1cnc([N+](=O)[O-])n1 do in these assays?
SRC3 TRFRET art: 1445; SRC1 TRFRET art: 1881

What do the screens show for `CCOCCCn1c(=S)[nH]c2cc3c(cc2c1=O)OCO3`?
SRC3 TRFRET art: 1562; SRC1 TRFRET art: 1906

How did Cn1cc(C(=O)NCc2ccccc2F)cn1 do in these assays?
SRC3 TRFRET art: 1384; SRC1 TRFRET art: 1619

Results for CCc1nccn1S(=O)(=O)c1ccc(Br)cc1Br ?
SRC3 TRFRET art: 1455; SRC1 TRFRET art: 1895

What do the screens show for `NC(=O)Cc1nc(-c2ccc([N+](=O)[O-])cc2)cs1`?
SRC3 TRFRET art: 1423; SRC1 TRFRET art: 1754

How did CCO[C@@H]1OC(C(=O)NCc2ccccc2)=C[C@H](c2csc3ccccc23)[C@H]1CCCO do in these assays?
SRC3 TRFRET art: 1652; SRC1 TRFRET art: 1793

Results for CCc1ccc(N(CC(=O)O)S(=O)(=O)c2c(C)noc2C)cc1 ?
SRC3 TRFRET art: 1682; SRC1 TRFRET art: 1806

Results for OCc1cc(C(O)CNCCCCCCOCCCCc2ccccc2)ccc1O (stereo unspecified) ?
SRC3 TRFRET art: 1531; SRC1 TRFRET art: 1847

How did Cn1c([N+](=O)[O-])cnc1COC(N)=O do in these assays?
SRC3 TRFRET art: 1511; SRC1 TRFRET art: 1615

How did CN(C)S(=O)(=O)c1ccc(Cl)c(NC(=O)COC(=O)/C=C/c2ccco2)c1 do in these assays?
SRC3 TRFRET art: 1585; SRC1 TRFRET art: 1656

How did Cc1nccn1CC(=O)N/N=C/c1ccc(O)c(O)c1 do in these assays?
SRC3 TRFRET art: 1611; SRC1 TRFRET art: 1868

Results for CC12CC(c3ccccc3O1)C(/C(N)=N/NC(=O)c1ccc(F)cc1)C(=O)N2 (stereo unspecified) ?
SRC3 TRFRET art: 1629; SRC1 TRFRET art: 1936

What do the screens show for `O=C(COc1ccc2ccccc2c1)N/N=C/C1CC=CCC1` (stereo unspecified)?
SRC3 TRFRET art: 1642; SRC1 TRFRET art: 1783

Results for Cc1ccc(CN2CCN(Cc3ccc(-n4cccn4)cc3)CC2CCO)cc1 (stereo unspecified) ?
SRC3 TRFRET art: 1705; SRC1 TRFRET art: 1770

Results for COc1ccc(Br)cc1C(=O)Nc1cccc(C)c1C ?
SRC3 TRFRET art: 1704; SRC1 TRFRET art: 1770

Results for CCC(C)NC(=O)CC(NS(=O)(=O)c1ccc(NC(C)=O)cc1)C(C)C (stereo unspecified) ?
SRC3 TRFRET art: 1697; SRC1 TRFRET art: 1624

Results for CC1(C)CC2(CC(c3ccccc3)Oc3cc(O)ccc32)NC(=O)N1 (stereo unspecified) ?
SRC3 TRFRET art: 1533; SRC1 TRFRET art: 1874

In the list so far, these contain an aryl methoxy group.
Results for COc1ccc(/C=C2/SC(=O)NC2=O)cc1 ?
SRC3 TRFRET art: 1752; SRC1 TRFRET art: 1680

How did COc1ccccc1-n1cc(CN2CCN(C3CCCCC3)C(CCO)C2)cn1 (stereo unspecified) do in these assays?
SRC3 TRFRET art: 1464; SRC1 TRFRET art: 1809

Results for COc1ccc(N2CCN(C(=O)CC3NC4CCCCC4NC3=O)CC2)cc1 (stereo unspecified) ?
SRC3 TRFRET art: 1499; SRC1 TRFRET art: 1899

Results for COc1ccc(Br)cc1C(=O)Nc1cccc(C)c1C ?
SRC3 TRFRET art: 1704; SRC1 TRFRET art: 1770

Further compounds follow:
What do the screens show for `COc1ccc([N+](=O)[O-])cc1NC(=O)c1ccc(N(Cc2ccccc2Cl)S(C)(=O)=O)cc1`?
SRC3 TRFRET art: 1452; SRC1 TRFRET art: 1731

What do the screens show for `O=C(CCN1CCOCC1)N/N=C/c1cc([N+](=O)[O-])ccc1OC(F)F`?
SRC3 TRFRET art: 1694; SRC1 TRFRET art: 1981

What do the screens show for `O=C(CN1C(=O)C2C3C=CC(C4CC34)C2C1=O)NCc1ccco1` (stereo unspecified)?
SRC3 TRFRET art: 1485; SRC1 TRFRET art: 1696

Results for CC(C)(C)c1ccc(/C=N/Nc2cccc(C(=O)O)c2)cc1 ?
SRC3 TRFRET art: 1273; SRC1 TRFRET art: 1825

Results for O=[N+]([O-])C(=C1Nc2ccccc2N1)/C(Cl)=C(/Cl)Br ?
SRC3 TRFRET art: 1703; SRC1 TRFRET art: 2170

How did CCC(=O)Nc1cccc(C(=O)Nc2nccs2)c1 do in these assays?
SRC3 TRFRET art: 1717; SRC1 TRFRET art: 1630

Results for CN(C)S(=O)(=O)c1cccc(NC(=O)COC(=O)/C=C/c2ccc([N+](=O)[O-])cc2)c1 ?
SRC3 TRFRET art: 1542; SRC1 TRFRET art: 1876

What do the screens show for `Cc1cc(S(=O)(=O)Nc2cccc(Cl)c2)c(C)s1`?
SRC3 TRFRET art: 1540; SRC1 TRFRET art: 1877

Results for Cc1ccc(CN2CCNC(=O)C2CC(=O)N2CCN(c3ncccn3)CC2)o1 (stereo unspecified) ?
SRC3 TRFRET art: 1552; SRC1 TRFRET art: 1825

Results for CNC(=S)N1CCC(c2nc3ccccc3s2)CC1 ?
SRC3 TRFRET art: 1696; SRC1 TRFRET art: 1425

What do the screens show for `COc1ccc(C)cc1NC(=O)c1ccc([N+](=O)[O-])cc1[N+](=O)[O-]`?
SRC3 TRFRET art: 1600; SRC1 TRFRET art: 1588

How did c1ccc(C(c2ccccc2)c2noc(CN3CCN(C4CCCC4)CC3)n2)cc1 do in these assays?
SRC3 TRFRET art: 1652; SRC1 TRFRET art: 1931

What do the screens show for `CC1=Nn2c(nc3sc4c(c3c2=O)CCCC4)SC1`?
SRC3 TRFRET art: 1532; SRC1 TRFRET art: 1734

What do the screens show for `CCCCCCCC(=O)N/N=C(\C)c1ccc(O)cc1O`?
SRC3 TRFRET art: 1379; SRC1 TRFRET art: 1477

Results for Cn1cccc1/C=N\NC(=O)Cc1ccc(Br)c2ccccc12 ?
SRC3 TRFRET art: 1729; SRC1 TRFRET art: 1963

How did CCOC(=O)c1sc2nc(C)nc(SCC(=O)NC(C)CCc3ccccc3)c2c1C (stereo unspecified) do in these assays?
SRC3 TRFRET art: 1447; SRC1 TRFRET art: 1849

What do the screens show for `O=C(NCCc1ccccn1)c1cc(-c2ccccc2Cl)nc2ccccc12`?
SRC3 TRFRET art: 1662; SRC1 TRFRET art: 1861

How did CSc1nc(NCCOCCO)c2sc3nc(-c4ccco4)c4c(c3c2n1)CCC4 do in these assays?
SRC3 TRFRET art: 1574; SRC1 TRFRET art: 1754

How did O=C(CN1CCCc2ccccc21)NC(=O)NC1CCCCC1 do in these assays?
SRC3 TRFRET art: 1339; SRC1 TRFRET art: 1892

How did O=C(CCn1c(=O)[nH]c2ccccc2c1=O)N1CC=C(c2ccccc2)CC1 do in these assays?
SRC3 TRFRET art: 1338; SRC1 TRFRET art: 1610

Results for COCCNC(=S)N/N=C/c1ccc(N2CCOCC2)cc1 ?
SRC3 TRFRET art: 1769; SRC1 TRFRET art: 1954

Results for O=C(c1ccc([N+](=O)[O-])cc1)N1CCN(Cc2ccccc2[N+](=O)[O-])CC1 ?
SRC3 TRFRET art: 1494; SRC1 TRFRET art: 1429

What do the screens show for `O=C(CCNS(=O)(=O)c1cccc2nonc12)NC1CCCc2ccccc21` (stereo unspecified)?
SRC3 TRFRET art: 1425; SRC1 TRFRET art: 1783

How did CC1CCN(CCCCOc2ccccc2Br)CC1 do in these assays?
SRC3 TRFRET art: 1571; SRC1 TRFRET art: 1888

What do the screens show for `CCCCn1c(NCc2cccs2)nc2ccccc21`?
SRC3 TRFRET art: 1585; SRC1 TRFRET art: 1857

Results for COc1ccc(NC(=O)COC(=O)c2ccc(O)cc2)c([N+](=O)[O-])c1 ?
SRC3 TRFRET art: 1604; SRC1 TRFRET art: 1947

What do the screens show for `CC(NC(=O)COC(=O)c1cc(=O)[nH]c2ccccc12)c1ccccc1` (stereo unspecified)?
SRC3 TRFRET art: 1648; SRC1 TRFRET art: 1916

Source: PubChem
